IMPase cell inh: IMPase inhibition in cells | CHO-M1 cells, IP1 accumulation, HTRF TR-FRET ratio | inhibition (IP1 accumulation), % at 46.1 µM | 120,000 tested, under 10 active | AID 901; active = well fitted curve in the direction sought with a large enough effect in the signal ratio, not every such curve was filed as active; inconclusive = small, poorly fitted or top-dose-only effect, or a change in a side signal; inactive = no such curve, though single readings can be large or run the other way; the % refers to the signal ratio;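 note: cells stimulated with carbachol in lithium chloride buffer; plate controls were DMSO basal wells for no effect and reference inhibitor wells for full effect; higher means more IMPase inhibition seen as more IP1 and lower FRET ratio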
Target sequence (P97697 whole entry, looked up): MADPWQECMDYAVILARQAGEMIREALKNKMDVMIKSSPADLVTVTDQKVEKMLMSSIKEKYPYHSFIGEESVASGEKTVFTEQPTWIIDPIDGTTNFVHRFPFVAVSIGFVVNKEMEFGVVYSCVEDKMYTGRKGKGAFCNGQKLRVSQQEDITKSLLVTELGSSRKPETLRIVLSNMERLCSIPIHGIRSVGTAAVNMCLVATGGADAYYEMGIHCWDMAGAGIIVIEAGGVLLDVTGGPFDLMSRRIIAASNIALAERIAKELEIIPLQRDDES
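CHO-M1, 2000 cells/well, cultured 16–30 h; cpd up to 46 uM; carbachol (50 uM solution, stimulation buffer w/ 50 mM LiCl, pH 7.4), 30 min 37C; IP-One TR-FRET, 10 min RT; Ex 320/Em 665, 620; Hill-fit AC50.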
PNC assembly inh: inhibitors of perinucleolar compartment assembly; 140,000 tested, 3.1% active; PC3M PTB-GFP, PNC prevalence imaging, 16 h; hits give low values; activity change (PNC), negative = inhibition, % at 10 µM;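 active = readout at or below -70, meaning at least 70% loss of cells showing the perinucleolar compartment, a nuclear body marking cancer cells; inconclusive = readout between -30 and a set limit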;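 note: plate controls were DMSO wells for no effect and camptothecin positive control wells for full effect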
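Compounds are pinned in duplicate onto adhered PC3M cells stably expressing GFP-tagged PTB and incubated 16 h at 37 C. Cells are then fixed, nuclei stained with Hoechst, and PNC-positive cells counted.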
12-hLO inh: blocks human 12-lipoxygenase activity. P18054. Potency, µM (highest dose often 57.1 µM), for the others: at the highest dose activity change, negative = inhibition, actives largely listed as inhibitors. 150,000 tested, 0.12% active. AID 1452. purified 12-hLO, xylenol orange hydroperoxide absorbance; note: potency is the fitted concentration of half-maximal effect; nearly all actives have a fitted effect of over 55% in size; many of its hits are not listed in these tables
Target sequence (P18054 whole entry, looked up): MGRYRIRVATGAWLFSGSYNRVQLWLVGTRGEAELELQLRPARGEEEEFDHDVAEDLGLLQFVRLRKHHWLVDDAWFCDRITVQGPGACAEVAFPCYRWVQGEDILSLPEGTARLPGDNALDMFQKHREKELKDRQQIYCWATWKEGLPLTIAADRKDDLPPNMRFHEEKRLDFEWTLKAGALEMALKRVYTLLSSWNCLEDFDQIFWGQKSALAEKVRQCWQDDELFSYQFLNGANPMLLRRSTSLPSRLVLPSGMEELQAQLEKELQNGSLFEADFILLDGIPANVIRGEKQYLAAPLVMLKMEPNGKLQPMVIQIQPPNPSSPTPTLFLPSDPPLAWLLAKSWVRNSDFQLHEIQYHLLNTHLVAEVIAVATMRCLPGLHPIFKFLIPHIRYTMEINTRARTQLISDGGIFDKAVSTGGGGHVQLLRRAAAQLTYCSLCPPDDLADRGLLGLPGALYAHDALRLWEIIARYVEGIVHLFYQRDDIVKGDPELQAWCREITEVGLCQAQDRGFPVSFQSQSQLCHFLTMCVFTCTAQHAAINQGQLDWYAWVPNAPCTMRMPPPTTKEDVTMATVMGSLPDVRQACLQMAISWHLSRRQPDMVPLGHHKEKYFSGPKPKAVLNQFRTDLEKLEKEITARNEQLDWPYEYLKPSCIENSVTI
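Hydroperoxide formation by human 12-lipoxygenase from 40 uM arachidonic acid was followed colorimetrically via ferric-xylenol orange complex, using the 573/405 nm absorbance ratio. Enzyme concentration was 150 nM, with 30 min reaction at room temperature.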
15-hLO-2 inh: blocks human 15-lipoxygenase 2 activity. purified 15hLO-2, xylenol orange hydroperoxide absorbance. Potency, µM (top dose mostly 57.1 µM), for inactives: at the highest dose activity change, negative = inhibition, most hits filed as inhibitors. 110,000 tested, 0.56% active. AID 881; note: potency is the fitted concentration of half-maximal effect; nearly all actives have a fitted effect of over 60% in size; many of its hits are not listed in these tables
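Enzyme 50 nM, AA 45 uM, 25 mM Hepes pH 7.5 + 0.01% Triton X-100; cpd preinc 15 min RT, rxn 90 min RT; stop/detect with 200 uM XO + 300 uM Fe(II) in 50 mM H2SO4, 30 min; A573/A405.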
* marks the source's active call; other numbers are inactive results; ? = inconclusive; nt = not tested or not shown; & = joins results of further samples; [ ] = another dose, or the depositor's remark. Unless noted, calls come from the whole dose curve; as a rule, active = well fitted curve in the direction sought with a large enough effect; inconclusive = small, poorly fitted or top-dose-only effect, or another doubt; inactive = no such curve, though single readings can be large; an effect the other way counts as inactive or inconclusive. Unless noted, % is set by controls: 0 for no effect and ±100 for the full control effect. An excerpt (hit frequency here may not be typical).

compound,12-hLO inh,15-hLO-2 inh,PNC assembly inh,IMPase cell inh
O=C(NC1CCCC1)C(c1cccs1)N(CC1CCCO1)C(=O)Cc1cccs1 (stereo not given),-2%,-4%,?,6
COC(=O)c1cc2occc2n1CC(=O)Nc1cc(OC)cc(OC)c1,-6%,-5%,?,3
Cn1c(Cn2cnc3ccccc32)nc2ccccc21,1%,10%,-22,13
O=C(CCN1C(=O)c2ccccc2C1=O)Nc1cccc(S(=O)(=O)N2CCCCC2)c1,-3%,-6%,72,2
CCOc1cccc(=O)c2c(C)oc(C)c12,-19%,-10%,50,5
CCCN(CC(=O)Nc1ccc(Cl)cc1Cl)C(=O)/C=C/c1ccco1,-8%,nt,?,4
CCN1CCN(c2cc(C)c3cc(NC(=O)c4ccncc4)ccc3n2)CC1,6%,11%,38,6
COc1ccc(NS(=O)(=O)c2ccc(N3CCCC3)c(NC(=S)Nc3ccc(SC(F)F)cc3)c2)cc1,?,nt,23,nt
C=CCn1c(SCC(C)=O)nnc1-c1cc(-c2ccccc2)sc1N,-3%,nt,-5,5
Cc1noc(C)c1C(=O)N1CCc2ccccc21,0%,4%,?,-10
Cc1ccc(C)c(OCC(=O)Nc2nc3ccc([N+](=O)[O-])cc3s2)c1,5%,nt,-17,nt
CCCCC1(Cc2ccc(OC)c([N+](=O)[O-])c2)C(=O)N(c2ccccc2)N(c2ccccc2)C1=O,3%,-3%,14,8
O=C(Cc1cccs1)N1CCN(S(=O)(=O)c2ccc(Br)cc2)CC1,1%,nt,-28,nt
O=C(NC(=O)N1CCN(c2ccccc2F)CC1)c1ccccc1,4%,-7%,-5,-9
CC(=O)N/C(=C\c1ccccc1)C(=O)OCC(=O)N(C)C1CCCCC1,7%,nt,69,11
COc1ccccc1O,-2%&-2%&-3%,4%&7%&-6%,nt,nt
O=C(/C=C/c1ccc([N+](=O)[O-])cc1)NCc1ccco1,-2%,nt,?,3
Cc1cc(C)nc(NN2C(=O)/C(=C/c3ccccc3)SC2=S)n1,-5%,-25%,-20,2
O=C(Nc1cccnc1)c1cccnc1Cl,0%,nt,-22,-4
CCCCn1nnnc1SCC(=O)c1cc(Cl)ccc1OC,-12%,0%,64,-2
Cc1ccc2nc3n(c(=O)c2c1)CCCCC3,4%,nt,24,16
NC(=S)N=Nc1c(O)n(Cc2ccc(F)cc2)c2ccccc12,2%,nt,50,-3
Cc1ccc(-n2nc3ccc(NC(=O)/C=C/c4ccco4)cc3n2)cc1,-3%,nt,73,nt
Cc1cc2oc(=O)cc(-c3ccccc3)c2c(C)c1-c1ccc(C(F)(F)F)cc1,-2%[0.00818 µM],-4%[0.0915 µM],nt,nt
CCC(c1nnnn1CCc1ccccc1)N1CCN(c2ccc(OC)cc2)CC1 (stereo not given),-4%,5%,34,12
Cc1ccccc1NC(C)C(=O)N/N=C/c1ccccc1OCc1cccc(Br)c1 (stereo not given),3%,-5%,60,3
CCS(=O)(=O)n1nc(-c2ccccc2)nc1NCc1ccco1,-1%,nt,-24,?
CCOC(=O)c1c(NC2=NS(=O)(=O)c3ccccc32)sc2c1CCC(C)C2 (stereo not given),0%,nt,62,nt
CC(C)CSC1=NSC2=NC(=O)/C(=C\c3cccs3)C(=N)N12,0%,nt,20,nt
O=C(Oc1c(Br)cc([N+](=O)[O-])cc1Br)c1cccnc1,0%,nt,?,nt
O=C1CC(c2ccco2)CC(O)=C1C=Nc1cc(Cl)cc(Cl)c1 (stereo not given),-4%,-15%,27,6
CCn1c(SCC(=O)Nc2sc3c(c2C#N)CCCC3)nnc1-c1ccco1,-2%,-12%,0,-6
COc1ccc(-c2nnc(SCc3c(C)noc3C)n2N)cc1OC,1%,-4%,-20,7
Cc1cc(C)cc(C(=O)NCC(=O)OCC(=O)N2c3ccccc3NC(=O)C2(C)C)c1,-3%,nt,-5,-1
Cc1nn(-c2cc(N3CCCCCC3)ccc2[N+](=O)[O-])c(=O)c2ccccc12,1%,-28%,55,5
OC[C@H](CCc1c[nH]c2ccccc12)c1c[nH]c2ccccc12,?,7%[11.4 µM],nt,nt
Nc1ccccc1-c1nnn(CC(=O)N2CCCc3ccccc32)n1,0%,nt,9,2
O=C1CN(C(=O)COC(=O)c2cccc(OCc3ccccc3)c2)c2ccccc2N1,10%,nt,-28,2
COC(=O)c1cn[nH]c1N,1%,2%,?,-11
C=CCN(CC=C)S(=O)(=O)c1ccc(C(=O)Nc2sc3c(c2C(N)=O)CCCCC3)cc1,5%,nt,?,?
COc1ccc(OCC(=O)N2CCN(C(=O)c3ccccc3)CC2)cc1,2%,2%,?,-8
CCOC(=O)c1ccccc1NC(=O)CN(c1cccc(OC)c1)S(C)(=O)=O,-4%,-6%,-14,8
COc1ccc2c(c1)C(c1ccc3c(c1)OCO3)CC(=O)O2 (stereo not given),-4%[0.00818 µM],?,nt,nt
COC(=O)c1ccc(NC(=O)c2cccc(OC)c2)cc1,-24%,-2%,9,3
O=C(COC(=O)CCNS(=O)(=O)c1cccc(C(F)(F)F)c1)NC(=O)NC1CCCCC1,-3%,-1%,38,4
O=C1N/C(=N\N=C\c2cccs2)SC1Cc1cccc(Cl)c1 (stereo not given),-3%,nt,?,nt
Cc1nc2cc(C(=O)N3CCc4ccccc43)ccc2n1-c1ccc(F)c(F)c1,6%,nt,41,nt
O=C(Nc1cccc(S(=O)(=O)N2CCCCC2)c1)c1c2c(nc3ccccc13)CCN(Cc1ccccc1)C2,3%,nt,129,nt
COCCn1c(COC)nc2ccccc21,3%,2%,4,-2
COC(=O)c1ccc(NC(=O)CN2CCN(c3ccc(Cl)cc3)CC2)cc1,-3%,19%,6,-3
CC(C)(CSc1ccccn1)NS(=O)(=O)c1ccccc1,-4%,nt,81,nt
Cc1ccc(NS(=O)(=O)c2cccc(C(=O)Nc3cc(C)on3)c2)cc1,-8%,nt,-1,nt
COc1ccc(CCNC(=O)COc2ccc(S(=O)(=O)NCC(C)C)cc2Cl)cc1OC,1%,nt,-30,1
CNC(=O)c1ccccc1F,0%,-3%,17,2
O=C(NCC1CCCO1)c1nn2c(c1Cl)NC(c1ccc(F)cc1)CC2C(F)(F)F (stereo not given),3%,-13%,45,-1
C[C@H]1C[C@]2(O[C@@H]2C)C(=O)O[C@@H]2CCN(C)C/C=C(/COC(=O)[C@]1(C)O)C2=O,-3%,-2%,nt,7
CNC(=O)C1=NCCCc2cc(OC)c(OC)cc21,-7%,2%,9,-8
Cc1cc(C)c2ccc(N)nc2c1O,-15%,-7%,-23,7
CN1C(=S)SC(/[N+]([O-])=C/c2cccnc2)C1(C)C (stereo not given),-2%,-16%,1,1
O=c1c2c([N+](=O)[O-])cc([N+](=O)[O-])cc2sn1-c1ccc(Br)cc1,3.2µM*,nt,-7,-1

(further entries)
compound,12-hLO inh,15-hLO-2 inh,PNC assembly inh,IMPase cell inh
O=C(N/N=C/c1ccc2c(c1)OCO2)c1ccccn1,6%,nt,106,6
CC(C)Oc1ccc2ccccc2c1C=O,-12%,-14%,-3,-12
Cc1cc2nc(-c3ccc(SCC(=O)Nc4ccc(S(=O)(=O)NC5CC5)cc4)nc3)[nH]c2cc1C,1%,nt,?,-13
CC(=O)Nc1ccc(OCC(=O)NC(C)C(C)C)cc1 (stereo not given),5%,2%,39,4
COc1ccc(OC)c(-c2cc(C(=O)N3CCN(c4ncccn4)CC3)c3ccccc3n2)c1,-13%,-9%,42,7
COc1cc(C2c3c(oc4ccc(Cl)cc4c3=O)C(=O)N2Cc2ccco2)cc(OC)c1OC (stereo not given),-2%,-15%,-6,2
COc1ccccc1CNC(=O)CNCC1CCCO1 (stereo not given),-9%,-12%,35,-3
O=C(CSC1=NCCS1)Nc1ccc(S(=O)(=O)N2CCCCCC2)cc1,-12%,-4%,-27,5
N#CCCN(Cc1cccnc1)C(=O)c1sc2cc(F)ccc2c1Cl,-1%,nt,-6,nt
COc1ccc(NC(=O)CN2CCN(S(=O)(=O)c3ccc(Cl)cc3)CC2)cc1,-16%,-17%,51,?
C=CCc1c(C)nc(SCc2nc3ccccc3c(=O)[nH]2)[nH]c1=O,2%,8%,-23,12
COc1ccc(NC(=O)c2cccc(NC(=O)c3ccco3)c2)c(OC)c1,-4%,0%,-26,11
Cc1nc2ccccn2c1C(=O)N/N=C/c1cc(C)n(-c2ccc(Br)cc2)c1C,-4%,nt,1,17
CC(C)CC(c1nnnn1C(C)C)N1CCN(c2ccccc2)CC1 (stereo not given),-5%,2%,-1,8
CCC(=O)Nc1ccccc1N1CCN(S(C)(=O)=O)CC1,1%,-1%,?,-7
O=C(C1CCN(S(=O)(=O)N2CCOCC2)CC1)N1CCN(Cc2ccccc2)CC1,2%,nt,84,5
O=C(COc1ccccc1)NCCc1cn2ccsc2n1,2%,-1%,7,-11
CS(=O)(=O)Nc1ccc(C2=NN(S(C)(=O)=O)C(c3ccccc3)C2)cc1 (stereo not given),3%,nt,33,nt
CN1CCN(C(=O)c2ccc(C3SCC(=O)N3Cc3ccco3)cc2)CC1 (stereo not given),3%,5%,?,?
Cn1c(=O)c2c(nc(N3CCCCCC3)n2CC(O)COc2ccccc2)n(C)c1=O (stereo not given),7%,-5%,35,2
COCc1cc(C)nc(OCC(=O)N/N=C/c2cccc(OC)c2)c1C#N,0%,4%,23,0
CCN1C(=O)N/C(=C/c2ccc(Sc3ccc(C)cc3)o2)C1=O,-7%,-3%,?,-13
COc1ccc2c(c1)C1C=CCC1C(c1cc3c(cc1Br)OCO3)N2 (stereo not given),-28%,?,8,5
Cc1[nH]ccc(=O)c1OCc1c(Cl)cccc1Cl,0%,-8%[11.4 µM],?,-1[1.84 µM]
CCc1ccc(C2CC(c3ccc(C)cc3)Nc3nc(N)nn32)cc1 (stereo not given),-2%,nt,-28,-1
Cc1ccc(-c2cc3nc(-c4ccccc4)cc(N)n3n2)cc1,-1%,19%,-12,-8
CC(C)(C)c1ccc(C(=O)N/C(=C/c2cccs2)C(=O)NCc2ccco2)cc1,-1%,nt,12,2
CC(C)C(NC(=O)OCc1ccccc1)C(=O)NC1CCCCC1 (stereo not given),2%,nt,?,nt
CCOC(=O)c1c(C)c(C(=O)NCCN2CCOCC2)c(C)n1CC,8%,0%,-10,1
Cc1cc(-c2ccccc2)nc(N/N=C/c2ccco2)n1,-15%,0%,?,5
CC(=O)Nc1ccccc1-c1nc2ccccc2nc1OCC(=O)c1ccc(Cl)cc1,2%,nt,?,0
CCOC(=O)N1CCN(Cc2cc(=O)oc3cc4c(cc23)CCC4)CC1,-16%,-4%,?,-2
O=C(c1ccccc1-c1nc2ccccc2[nH]1)N1CCCCC1,1%,7%,-13,1
C=CCC(NCc1ccco1)c1ccc(OC)c(OC)c1 (stereo not given),0%,4%,-7,-3
Cc1cccc(OCc2nc(C)cc(=O)[nH]2)c1,-1%,-2%,50,5
CC(C)CN1CC2(CCN(S(=O)(=O)c3ccccc3)CC2)C1,-6%,2%,nt,nt
CC1CCN(C(C(=O)Nc2ccc(C(C)C)cc2)c2ccc3c(c2)OCO3)CC1 (stereo not given),-14%,55%[activator],?,10
Cc1ccc(C(=O)Nc2nccc(-c3cccs3)n2)cc1,0%,-5%,27,0

12-hLO inh, hit marks shown above.
compound,12-hLO inh,15-hLO-2 inh,PNC assembly inh,IMPase cell inh
O=c1c2c([N+](=O)[O-])cc([N+](=O)[O-])cc2sn1-c1ccc(Br)cc1,3.2µM*,nt,-7,-1
